NR2E3 ag-1: NR2E3 agonists in two-hybrid cells, primary screen, cell-based, luminescence, CHO-S, Gal4-NCOR/VP16-NR2E3; luciferase; inhibition of corepressor binding, % at 3.98 µM; actives 0.35% (n = 360,000); AID 602229, 2012;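 active means inhibition above the mean of all tested compounds plus 3 SD, cut at about 70% in these data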;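 further: 0% = DMSO with NR2E3 transfected cells and 100% = cells lacking NR2E3 construct; higher means lower luciferase signal from less NR2E3 corepressor binding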
Target sequence (Q9Y5X4 whole entry, looked up, the tested form may be a part): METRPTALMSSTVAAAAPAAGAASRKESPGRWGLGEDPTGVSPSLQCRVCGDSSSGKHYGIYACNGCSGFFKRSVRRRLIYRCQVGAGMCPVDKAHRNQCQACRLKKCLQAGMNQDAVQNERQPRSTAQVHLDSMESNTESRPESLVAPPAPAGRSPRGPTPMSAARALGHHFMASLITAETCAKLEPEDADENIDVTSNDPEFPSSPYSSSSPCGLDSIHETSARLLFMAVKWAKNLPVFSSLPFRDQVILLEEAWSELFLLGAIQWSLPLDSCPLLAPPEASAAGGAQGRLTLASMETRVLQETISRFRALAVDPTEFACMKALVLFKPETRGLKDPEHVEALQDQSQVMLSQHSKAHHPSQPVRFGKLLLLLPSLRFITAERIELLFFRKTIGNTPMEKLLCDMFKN
Shn3 3UTR inh: reduction of Shn3 3'UTR firefly luciferase signal, primary screen, Schnurri-3 inhibitor project, cell-based, Clone20 osteoblasts, set 2 | inhibition, % at 12.5 µM | actives 0.52% (n = 360,000) | Clone20 osteoblast Shn3 3'UTR firefly luciferase, 24 h | AID 588674, 2011;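 active means mean inhibition of at least 75% with every replicate also reaching 75%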;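 further: 0% = median of neutral control wells and 100% = pilot-screen positive control compound; some compounds past the cut are filed as inactive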
Cardio protect: cardioprotection against H2O2-induced cell death, primary screen, uHTS, H9c2 cells, ATPLite luminescence | protection from H2O2 cell death, % at 20 µM | AID 588492, 2011 | actives 0.63% (n = 360,000) | H9c2 cardiomyocytes, H2O2 injury protection, 2 h;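 active means compounds giving at least 50% protection of heart cells from peroxide-induced death in the single-dose screen, raw or plate-pattern-corrected value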;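 further: 0% = DMSO wells with peroxide and 100% = DMSO wells without peroxide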
HIF-2a block: HIF-2a reporter inhibitors, primary screen, luminescence, 786-0 RCC cells | 786-0 RCC cells HIF-2a reporter, luciferase luminescence, overnight | actives 0.72% (n = 360,000) | inhibition, % at 18.8 µM | AID 624352, 2012;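 active means inhibition of the luminescence signal of 40% or more relative to plate controls, in a single-dose primary screen at 18.75 µM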
PDI turbidity: inhibitors of human PDI, primary screen, biochemical, turbidity, single point, plate reader | Protein disulfide-isomerase (Homo sapiens), P07237 | PDI insulin aggregation turbidity, A650, 90 min | actives 0.052% (n = 350,000) | AID 588391, 2011 | inhibition, % at 10 µM;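 active means mean inhibition across replicates of 30% or more, whatever share of single replicates reach that level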;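 further: absorbance from insulin aggregation driven by PDI reduction with DTT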
Target sequence (P07237 whole entry, looked up): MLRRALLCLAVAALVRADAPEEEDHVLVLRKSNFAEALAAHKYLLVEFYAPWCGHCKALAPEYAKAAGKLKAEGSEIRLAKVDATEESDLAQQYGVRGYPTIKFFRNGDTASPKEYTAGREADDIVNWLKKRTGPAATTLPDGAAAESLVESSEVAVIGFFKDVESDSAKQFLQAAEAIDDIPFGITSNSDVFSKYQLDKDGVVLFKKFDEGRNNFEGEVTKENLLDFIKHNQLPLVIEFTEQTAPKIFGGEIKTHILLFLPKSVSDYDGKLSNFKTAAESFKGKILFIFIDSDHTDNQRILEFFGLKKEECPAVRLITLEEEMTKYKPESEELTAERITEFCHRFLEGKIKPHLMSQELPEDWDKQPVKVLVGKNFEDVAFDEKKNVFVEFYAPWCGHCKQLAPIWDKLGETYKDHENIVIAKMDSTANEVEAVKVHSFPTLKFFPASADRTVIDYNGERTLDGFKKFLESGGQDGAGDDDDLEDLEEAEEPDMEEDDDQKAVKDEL
TRPM1 prom inh: inhibitors of MITF-dependent TRPM1 promoter reporter, primary screen, cell-based, SK-MEL-5, single point, luciferase; SK-MEL-5 TRPM1 promoter luciferase, 24 h; inhibition, % at 12.5 µM; actives 0.83% (n = 330,000);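 active means mean inhibition across replicates of 60% or more, whatever share of single replicates reaches that level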; further: values of inactives mirror those of a sister screen read the other way
Peg3 prom inh: Peg3 promoter-driven luciferase inhibitors, primary screen, cell-based, HeLa, luciferase luminescence | actives 1.7% (n = 360,000) | inhibition, % at 20 µM | AID 588405, 2011 | HeLa PEG-Prom luciferase reporter, overnight;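 active means inhibition of at least 50% at 20 µM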
iPSC survival up: enhancers of single-cell hiPSC survival, primary screen, ATPlite luminescence; actives 0.044% (n = 360,000); survival enhancement, % at 20 µM; 100% = ROCK inhibitor wells, 0% = DMSO; in the data active means survival enhancement above about 18%;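 further: cells exposed to compounds for 16 hours before the ATP read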
CaV13 ICDI inh: Disruptors of the CACNA1D IQ motif to Ca2+-dependent inactivation inhibitor domain association, primary screening, Förster resonance energy transfer in intact living …. inhibition, % at 12.3 µM. actives 0.098% (n = 340,000). HEK cells, CFP/YFP FRET ICDI-IQ, plate reader, 10 min; percent FRET-ratio fall versus neutral wells;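 active means mean replicate inhibition of at least 30% and at least 1% of replicates passing that level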;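 further: 0% = median of the neutral control wells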
NR2E3 ag-2: inhibitors of NR2E3-RetCOR corepressor binding, primary screen, NR2E3 agonist project, biochemical, TR-FRET, GST-NR2E3, biotin-RetCOR; actives 0.12% (n = 320,000); AID 2300, 2010; 1536-well; Photoreceptor-specific nuclear receptor (Homo sapiens), Q9Y5X4; inhibition of corepressor binding, % at 4.78 µM;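 active means percent inhibition above the cutoff of mean plus 3 SD of all tested compounds, set per screening campaign, cut at about 20% in these data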;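 further: 0% = DMSO wells and 100% = biotin wells as full block of FRET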
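system = GST-tagged NR2E3 plus biotinylated RetCOR corepressor | input = 1.35 nM GST-NR2E3 | also added = 7 nM biotin-RetCOR | schedule = 5 h incubation at 4 °C | measured by = TR-FRET with europium anti-GST and streptavidin-D2, 340 nm excitation | read-out = percent loss of FRET ratio relative to control wells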
m5-HT2A agonist: mouse Htr2a agonists via beta-arrestin recruitment, primary screen, cell-based, luminescence; CHO-K1 mHTR2A beta-arrestin complementation; percent of 30 µM serotonin response; 5-hydroxytryptamine receptor 2A (Mus musculus), P35363; AID 624169, 2012; activation, % at 7.6 µM; actives 0.66% (n = 360,000);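 active means activation above a run cutoff, the mean activation of all tested compounds plus 3 SD, cut at about 14% in these data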;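 further: 0% = plate median of compound wells and 100% = 30 µM serotonin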
* hit, by the source's call; · = no result given.

SMILES | NR2E3 ag-1 | Shn3 3UTR inh | Cardio protect | HIF-2a block | PDI turbidity | TRPM1 prom inh | Peg3 prom inh | iPSC survival up | CaV13 ICDI inh | NR2E3 ag-2 | m5-HT2A agonist
CC(Cc1cccnc1)NC(=O)c1cc(COc2ccc(F)cc2Cl)on1 (stereo not drawn) | -1 | 1 | -5 | -66 | -2 | -11 | -36 | -0.4 | -7 | -2 | -11
COc1ccc2c(c1)Sc1ccccc1N2CCN(C)C | -17 | 9 | 1 | -2 | 14 | -7 | -8 | 1.8 | · | -4 | -8
CCSC(C)CC1C/C(=N/O)c2c(CC)noc2C1 (stereo not drawn) | -10 | 11 | -4 | -12 | 3 | -11 | 3 | 0.1 | -8 | 1 | 0
COc1ccc(C)cc1NCc1cccc(OC)c1OC | -7 | 2 | -2 | 7 | -1 | 7 | 9 | 0.2 | -8 | 0 | 4
O=C(O)CC(SCC(=O)NC1CCCc2ccccc21)C(=O)O (stereo not drawn) | -37 | -20 | -2 | 21 | 7 | 4 | 9 | -0.5 | -4 | 3 | 0
COc1ccc(OC)c(-n2nnnc2SCC(=O)Nc2ccccc2OC)c1 | -1 | -2 | -2 | 8 | -8 | 5 | 10 | 0.2 | -3 | 5 | 3
CCN(CC)CCN(C)C(=O)c1ccc(OC2CCN(C(=O)C3CC3)CC2)cc1 | 7 | -6 | -3 | 13 | 5 | -7 | 0 | -0.7 | -4 | 0 | -2
CCC(C)C(Nc1ccc(C(=O)OC)cc1[N+](=O)[O-])C(=O)OC (stereo not drawn) | 4 | 0 | -3 | 13 | -2 | -5 | 14 | 1.9 | -4 | -2 | 0
Cc1cccc(NS(=O)(=O)c2cc(C(=O)NCCC3=CCCCC3)ccc2Cl)c1 | -3 | 37 | -8 | 7 | 11 | 9 | 30 | 0.5 | -10 | 4 | -10
COC(=O)Cc1ccc(NC(=S)NCCC(C)C)cc1 | -2 | 10 | -5 | -5 | 24 | -17 | -6 | 1.0 | -2 | 3 | 4
COc1cccc(-c2csc(N3CCN(C(=S)Nc4cccc(C)c4)CC3)n2)c1 | -28 | 19 | -12 | -61 | -3 | -5 | -33 | 0.5 | -7 | 2 | 0
O=C1NC(=O)C(c2ccc(Cl)cc2)N1 (stereo not drawn) | 0 | -5 | 8 | 11 | -1 | -8 | 16 | -0.7 | -19 | 0 | -4
CC(=O)NC(Cc1cc(C)ccc1C)C(=O)N1CCN(C(=O)c2ccc(Br)cc2)CC1 (stereo not drawn) | 11 | 68 | 7 | 19 | 5 | -2 | 7 | 1.1 | -5 | 2 | 1
O=Cc1cc(N=Nc2ccc(S(=O)(=O)O)cc2)ccc1O | -42 | -13 | 4 | 1 | 2 | 7 | 15 | 0.0 | -5 | 3 | -12
COc1ccccc1CNC(=O)c1cc(C)nn1-c1ccccc1 | -8 | -6 | -3 | 10 | 0 | -2 | 0 | 0.4 | -7 | 2 | -1
Oc1ccc(/C=N/N=C/c2ccc(O)cc2)cc1 | 6 | -14 | -4 | -40 | -9 | -23 | -55 | -1.7 | -9 | 3 | 4
Cc1ccc(C)c(S(=O)(=O)Nc2ccc(C(=O)NCC(c3ccco3)N(C)C)cc2)c1 (stereo not drawn) | 1 | -5 | 4 | 14 | 1 | 10 | 7 | 0.2 | -5 | 2 | -1
COC(=O)c1cccc(NC(=S)Nc2cc(Cl)ccc2OC)c1 | -76 | 3 | -12 | -46 | 8 | -1 | -29 | -0.7 | -1 | -1 | -4
CCC1C/C(=C\c2cccnc2)C(=O)/C(=C/c2cccnc2)C1 (stereo not drawn) | -30 | 40 | -4 | 92* | -2 | 97* | 109* | 3.3 | -16 | · | 1
c1ccc(C(c2nnnn2C2CCCC2)N2CCN(c3nc4ccccc4s3)CC2)cc1 (stereo not drawn) | -13 | -41 | -8 | 9 | 7 | 8 | 18 | 2.0 | -5 | 1 | 5
Clc1ccc(OCc2nnc3n2N=C(c2ccc4c(c2)OCCO4)CS3)c(Cl)c1 | -7 | 42 | 3 | 11 | 7 | 3 | -2 | 2.9 | -4 | -2 | 0
Cc1ccc(O)c(NC(=O)C2=CC(c3ccco3)=NS(=O)(=O)N2C)c1 | 9 | 37 | -6 | -25 | · | -11 | -6 | -0.8 | -4 | -1 | 0
Cc1ccc(C)c(S(=O)(=O)N2CCN(C(=O)c3cncc(Br)c3)CC2)c1 | -20 | 5 | 4 | 13 | 2 | -9 | 5 | -0.4 | -3 | -3 | -4
CC1(C(=O)NS(=O)(=O)C2CC2)CCN(C(=O)C2(c3ccc(Cl)cc3)CCCC2)C1 (stereo not drawn) | -3 | -1 | 3 | -4 | 6 | · | -4 | -1.4 | · | · | 1
CC(C)C[C@@]12C(=O)N(c3cccc(F)c3)C(=O)N1[C@H](c1ccc(Cl)cc1)[C@@H]1C(=O)N(C3CCCCC3)C(=O)[C@@H]12 | -11 | 7 | 6 | 5 | 8 | 2 | 6 | -1.5 | -12 | 5 | 0
COC(=O)C1CSC(c2ccc(Cl)cc2)N1C(=O)c1ccccc1 (stereo not drawn) | 18 | 5 | -5 | 23 | 2 | -11 | 1 | -0.3 | 3 | 1 | -2
Cn1c(=O)c2c(nc(SCCCO)n2Cc2ccccc2Cl)n(C)c1=O | -2 | 0 | 14 | 11 | -6 | -4 | -69 | 0.5 | -6 | -2 | 0
CC1(C)Oc2ccc3ccc(=O)oc3c2-c2cnoc21 | 14 | -1 | 1 | 3 | · | -1 | 4 | -0.1 | -2 | 0 | 8
OC(CN1CCOCC1)CN1CCOCC1 | -14 | 6 | 4 | 6 | 10 | 16 | 5 | -2.5 | · | -2 | -1
CC(=O)c1cc2c(cc1NC(=O)C1CC1)OCO2 | 10 | -10 | -7 | -4 | 2 | 4 | -3 | 4.3 | -6 | 2 | -1

Three compounds from above with just TRPM1 prom inh, Cardio protect and CaV13 ICDI inh:
Compound	TRPM1 prom inh	Cardio protect	CaV13 ICDI inh
O=C1NC(=O)C(c2ccc(Cl)cc2)N1 (stereo not drawn)	-8	8	-19
Cc1ccc(O)c(NC(=O)C2=CC(c3ccco3)=NS(=O)(=O)N2C)c1	-11	-6	-4
CC1(C)Oc2ccc3ccc(=O)oc3c2-c2cnoc21	-1	1	-2

Molecules from the list above containing bromine, in the order listed:
SMILES | NR2E3 ag-1 | Shn3 3UTR inh | Cardio protect | HIF-2a block | PDI turbidity | TRPM1 prom inh | Peg3 prom inh | iPSC survival up | CaV13 ICDI inh | NR2E3 ag-2 | m5-HT2A agonist
CC(=O)NC(Cc1cc(C)ccc1C)C(=O)N1CCN(C(=O)c2ccc(Br)cc2)CC1 (stereo not drawn) | 11 | 68 | 7 | 19 | 5 | -2 | 7 | 1.1 | -5 | 2 | 1
Cc1ccc(C)c(S(=O)(=O)N2CCN(C(=O)c3cncc(Br)c3)CC2)c1 | -20 | 5 | 4 | 13 | 2 | -9 | 5 | -0.4 | -3 | -3 | -4

Next section.
The line under a structure holds: NR2E3 ag-1 | Shn3 3UTR inh | Cardio protect | HIF-2a block | PDI turbidity | TRPM1 prom inh | Peg3 prom inh | iPSC survival up | CaV13 ICDI inh | NR2E3 ag-2 | m5-HT2A agonist
COc1cccc(NC(=O)CN2C(=O)NC(Cc3c[nH]c4ccccc34)C2=O)c1 (stereo not drawn)
    -14 | 12 | 0 | 12 | 6 | 5 | -2 | 0.9 | -6 | · | 0
O=C(N/N=C/c1ccc2c(c1)OCO2)c1ccc(COCC(F)(F)C(F)F)cc1
    15 | -10 | -5 | -1 | 11 | 18 | 1 | 0.1 | · | -3 | 2
Cc1cc(C)cc(NC(=O)COC(=O)CNC(=O)C2CCCCC2)c1
    9 | -21 | 2 | 5 | 10 | -5 | -5 | -0.4 | -6 | 2 | 4
Cc1cnc(NCCc2ccccc2)s1
    -50 | -35 | -2 | -107 | -4 | · | -115 | -0.6 | -2 | · | -1
COc1ccc(Cc2nc3ccc(C(=O)NC(C)c4cn(C)nc4C)cc3o2)cc1 (stereo not drawn)
    -19 | 13 | -4 | -9 | -6 | -13 | -15 | 0.1 | -2 | -2 | -2
O=C(NCCc1ccccc1)c1ccc2nccnc2c1
    -116 | -21 | -12 | 12 | 1 | 30 | 29 | -1.9 | -8 | -1 | 10
COc1cc2c(cc1OC)-c1nnc(C)n1C1(CCCC1)C2
    -12 | -11 | -7 | 4 | 6 | 12 | 16 | -0.1 | -6 | -3 | 7
Cc1ccc(N(C)S(=O)(=O)c2cccc(C(=O)OCC(=O)c3c(N)n(C)c(=O)n(C)c3=O)c2)cc1
    47 | 35 | -4 | 16 | 2 | 16 | 32 | -1.0 | -7 | · | 5
Nc1ccc(S(=O)(=O)Nc2nccc(/C=C/c3ccc(Cl)cc3)n2)cc1
    9 | -8 | -2 | 0 | 8 | -5 | 10 | 0.3 | -3 | -2 | -3
COCCCNCC1C(Oc2ccc(Cl)cc2)C(=O)N1c1ccccc1C (stereo not drawn)
    -16 | 12 | -4 | 4 | -10 | 1 | 6 | 0.1 | -11 | 4 | -5
O=C(CNC(=O)c1cccc(OC(F)F)c1)OCn1nnc2ccccc2c1=O
    -2 | 6 | 7 | 9 | -5 | 6 | 1 | 3.5 | -4 | 1 | 1
COc1ccc(OC)c(NC(=O)c2c(NC(=O)CCC(=O)O)sc3c2CCCCC3)c1
    -21 | -13 | -2 | -3 | 6 | 9 | 5 | 1.6 | -4 | 1 | -1
CC(=O)N1CCN(c2ccc(NCc3ccc(C(C)C)cc3)cc2)CC1
    -6 | 27 | -31 | -31 | -1 | 3 | -39 | -1.1 | · | -2 | -3
CCc1onc(C)c1C(=O)O
    -20 | 0 | -1 | 8 | -2 | 3 | 11 | -0.3 | -4 | 3 | 0
CC(=O)c1cccc(NC2c3ccccc3C(=O)N2Cc2ccc3c(c2)OCO3)c1 (stereo not drawn)
    1 | -7 | 11 | 4 | · | · | 14 | 2.9 | -7 | 0 | 1
CSc1nsc(NN)n1
    -62 | -24 | 8 | -10 | -10 | · | -10 | -1.1 | -6 | · | 1
CC(C)N1C(=O)S/C(=C\c2ccc(-c3ccc(Cl)c(C(=O)O)c3)o2)C1=O
    -169 | -73 | -1 | -180 | 7 | -55 | -188 | -0.7 | -6 | 2 | 6
COCCCn1c(=NC(=O)c2ccncc2)c(C#N)cc2c(=O)n3cccc(C)c3nc21
    -8 | -20 | 15 | 25 | 8 | 4 | 26 | 0.9 | -3 | 1 | 1
CC(C)OC(=O)Nc1ccc2c(c1)N(C(=O)CCN(C)C)c1ccccc1CC2
    -8 | -15 | -4 | -6 | 11 | 5 | 6 | 0.8 | 7 | 6 | 3

Screening data deposited in PubChem by several laboratories.
